zfTRPN1 agonist: zebrafish TRPN1 (NompC) channel agonism. HEK293 zebrafish TRPN1-YFP, Fluo-8 calcium fluorescence; 100% = response to 87 µM carbachol. 220,000 compounds, 0.18% hits. activation, % at 3 µM;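 active means activation above its plate's cutoff, the mean activation of test wells on that plate plus 3 SD, cut at about 19% in these data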;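 further: 0% = DMSO alone and 100% = 87 µM carbachol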
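Material: zebrafish TRPN1-YFP in HEK293 cells; Doses: single test compound dose, 3 µM nominal, 0.3% DMSO; Timing: dye loading 1 h at 37 °C, then 30 min room temperature; Technique: intracellular calcium fluorescence with Fluo-8; Benchmarks: high carbachol 87 µM, low DMSO alone.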
TRPML3 agonist: human mucolipin-3 channel agonism. HEK293 TRPML3-YFP, Fluo-8 calcium fluorescence; 100% = the carbachol control signal. activation, % at 3 µM. 220,000 compounds, 0.29% hits;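 active means activation above its plate's cutoff, the mean activation of the plate's test wells plus 3 SD, cut at about 12% in these data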;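 further: 0% = DMSO only wells and 100% = carbachol wells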
Target sequence (Q8TDD5 whole entry, looked up): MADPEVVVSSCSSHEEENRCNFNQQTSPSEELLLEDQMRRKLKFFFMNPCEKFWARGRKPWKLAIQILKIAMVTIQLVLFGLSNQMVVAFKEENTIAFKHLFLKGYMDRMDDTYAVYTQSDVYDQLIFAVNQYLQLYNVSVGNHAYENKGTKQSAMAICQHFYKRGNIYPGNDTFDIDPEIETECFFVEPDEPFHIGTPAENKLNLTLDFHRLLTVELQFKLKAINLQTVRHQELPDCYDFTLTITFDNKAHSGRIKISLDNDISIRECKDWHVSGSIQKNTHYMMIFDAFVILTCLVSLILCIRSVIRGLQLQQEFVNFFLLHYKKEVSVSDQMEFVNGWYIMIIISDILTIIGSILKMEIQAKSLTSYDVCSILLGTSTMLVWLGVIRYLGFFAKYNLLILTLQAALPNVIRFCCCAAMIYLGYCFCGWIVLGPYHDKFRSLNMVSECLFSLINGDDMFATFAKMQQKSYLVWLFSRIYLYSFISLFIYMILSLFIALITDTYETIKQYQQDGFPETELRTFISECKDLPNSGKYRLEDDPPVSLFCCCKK
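system = HEK293 cells stably carrying human TRPML3-YFP | doses = one concentration, 3 µM nominal, 0.3% DMSO | timing = dye loading 1 h 37 °C then 30 min ambient, 125 s read | detection = Fluo-8 calcium dye fluorescence, ex 470-495, em 515-575 nm | benchmarks = high control carbachol 87 µM, low control DMSO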
thrombin 1536: blocks human thrombin protease activity; alpha-thrombin, Boc-VPR-AMC fluorogenic substrate cleavage; inhibition, % at 5 µM; AID 1046; 220,000 compounds, 0.26% hits;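 active means inhibition at or above 40%; inactive means inhibition below 40%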;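 further: 0% = enzyme with no compound and 100% = wells without enzyme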
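Material: human alpha-thrombin enzyme / Medium: pH 7.5 Tris (50 mM) with NaCl 150 mM, Tween 20 0.05% / Compound: single-point dosing at 5 µM, 0.2% DMSO / Incubation: enzyme reaction carried out at room temperature / Detection: AMC fluorescence, 355/460 nm / Read-out basis: percent inhibition scaled between no-compound controls and no-enzyme blanks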
KCC2 mod: modulators of human KCC2 chloride dependent transport; KCC2 cells, thallium flux FluoZin-2 fluorescence; B-score of Tl+ flux slope (higher = more flux/activation; lower = inhibition) at 10 µM; 190,000 compounds, 2.2% hits; AID 1456;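 active means thallium flux slope and its plate-corrected score both differing from the plate sample mean at a set confidence after two filtering rounds, in either direction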;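 further: slope of fluorescence scaled to starting intensity during 10 to 20 s after thallium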
Tb hexokinase: T. brucei hexokinase 1 inhibition | inhibition, % at 10 µM | recombinant TbHK1, G6PDH-coupled NADH A340 | 220,000 compounds, 0.11% hits;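 active means inhibition of 50% or more in the single-dose primary screen; inactive means inhibition below 50%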
PPC-1+TRAIL kill: kills PPC-1 cancer cells in the presence of TRAIL. PPC-1 cells + TRAIL, ATPLite viability luminescence. cell killing (% activity), % at 4 µM. 220,000 compounds, 0.41% hits. AID 1443;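 active means cell killing above 50% in the first pass at 4 µM, then a duplicate retest at 5 µM averaging 50% or more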;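 further: plate controls were cells with TRAIL plus DMSO for no effect and medium-only wells lacking cells for full effect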
EBV gp42 inh: inhibitors of Epstein-Barr virus glycoprotein 42. Q1HVG2. Fluorescence polarization binding assay, mP read-out. inhibition, % (tested at 21.74 µM). 220,000 compounds, 0.42% hits. AID 1085; in the data active means inhibition above about 50%
Target sequence (Q1HVG2 whole entry, looked up): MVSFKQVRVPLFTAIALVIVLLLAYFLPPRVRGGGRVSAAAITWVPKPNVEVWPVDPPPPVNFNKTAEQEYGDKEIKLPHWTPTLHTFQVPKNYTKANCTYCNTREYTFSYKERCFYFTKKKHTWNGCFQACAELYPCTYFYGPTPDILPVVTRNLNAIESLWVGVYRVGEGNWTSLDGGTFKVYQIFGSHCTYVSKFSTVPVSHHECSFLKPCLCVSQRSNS
Calpain2 inh: inhibitors of pig calpain II. purified calpain II, fluorogenic peptide substrate, 30 min. inhibition, % at 16 µM. 220,000 compounds, 0.37% hits. AID 1236;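 active means inhibition above about 50%, limit read from the data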
Furin inh: blocks human furin protease activity. purified furin, fluorogenic substrate cleavage. inhibition, % at 30 µM. 220,000 compounds, 0.061% hits; in the data active means inhibition above about 25%; further: inactives centre near -15
* marks the source's active call; other numbers are inactive results; i = inactive; . = not tested or not shown; [ ] = another dose, or the depositor's remark. Random draw from the library (roughly 3.6% active in at least one column).

structure | zfTRPN1 agonist | TRPML3 agonist | thrombin 1536 | KCC2 mod | Tb hexokinase | PPC-1+TRAIL kill | EBV gp42 inh | Calpain2 inh | Furin inh
CCSc1nc2cc(C(=O)OC)ccc2c(=O)n1CC | -0.1 | 1.0 | -4 | -0.054 | -4 | 25 | -7 | -11 | -19[20 µM]
COc1ccccc1Cn1nnc2c(=O)[nH]c(C3CCN(C(=O)c4ccc(F)cc4)CC3)nc21 | 2.2 | 0.3 | 2 | -0.93 | 0 | 12 | -10 | -10 | -14
CCCCC(=O)Nc1nn(CCC)c2nc3ccccc3cc12 | -1.8 | -0.7 | -4 | -3.8* | -3 | 12 | -3 | -212 | 4[20 µM]
COc1cc([N+](=O)[O-])ccc1NC(=S)NCc1ccccn1 | 0.5 | 0.9 | -4 | -0.031 | -19 | -3 | 3 | 15 | -3
COc1ccc(/C=C(/C#N)C(=O)Nc2ccc(C)cc2C)cc1C(=O)O | 2.0 | -0.1 | -6 | . | -52 | -10 | -12 | 3 | -5[20 µM]
C=CC(=O)NC(C)(C)Cc1ccccc1 | 0.8 | 0.0 | -2 | 0.84 | 0 | 5 | -14 | -15 | -20[20 µM]
COc1cccc(NC2=NC3(CCCCC3)N=C(N)N2)c1 | -0.4 | 0.7 | 6 | 0.075 | -1 | 15 | 0 | -10 | -16[20 µM]
O=C(NC1CCCCC1)c1ccc(S(=O)(=O)c2ccccc2)cc1 | 3.1 | 1.8 | -6 | -1.2 | 3 | 23 | -7 | 9 | -21
C=CCc1cc(Cl)ccc1OCCNCCN1CCOCC1 | 1.3 | 0.9 | -4 | 0.05 | 10 | 6 | -13 | 14 | -30
COc1cc(OC)cc(C(=O)NCCSCc2ccco2)c1 | -1.3 | 0.1 | -3 | 2.2* | 2 | 7 | -4 | -35 | -13[20 µM]
CCc1ccc(OCC(=O)O/N=C(\N)Cc2ccc([N+](=O)[O-])cc2)cc1 | -1.9 | -0.5 | -12 | 1.3 | 27 | 1 | 2 | 6 | -11
Cc1c(C)c2cc(Cl)c(O)c(CN3CCN(C)CC3)c2oc1=O | 0.6 | -0.3 | -42 | . | -37 | 2 | 1 | i | -189
Cc1nc(-c2cccc(C(F)(F)F)c2)sc1C(=O)O | 0.9 | 0.3 | 1 | -0.48 | -2 | 24 | -8 | -22 | -31
CC1CC(C)CN(C(=O)COC(=O)CCc2nc3ccccc3c(=O)[nH]2)C1 (stereo not drawn) | 0.0 | 0.6 | -8 | 0.73 | -3 | 15 | -17 | 2 | -12
O=C1CCCc2ccccc2N1Cc1ccc(F)cc1 | -1.7 | -0.7 | -3 | -1.8 | -1 | 4 | 12 | 1 | -17
COCc1[nH]nc2c1C1(CCSCC1)C(C#N)=C(N)O2 | 1.3 | 0.2 | 0 | 0.19 | 0 | -9 | -9 | -9 | -18[20 µM]
COc1ccc2c(c1)CCc1c(C(=O)NCc3cccnc3)noc1-2 | -0.8 | 0.8 | 2 | -0.17 | -1 | 5 | -4 | 14 | -10[20 µM]
O=C(COc1ccccc1Cl)N1CCN(c2ccc([N+](=O)[O-])c(N3CCOCC3)c2)CC1 | 2.5 | 0.2 | 5 | . | -7 | 3 | -7 | 39 | -5[20 µM]
CCOc1ccc(N2CC(C(=O)Nc3ccc(N4CCOCC4)cc3)CC2=O)cc1 (stereo not drawn) | -0.5 | -0.5 | 1 | 0.57 | 2 | 10 | -31 | -19 | -17[20 µM]
C=CCNC(=O)NC(=O)COC(=O)C(C)Oc1ccc(Cl)cc1Cl (stereo not drawn) | 0.3 | 1.4 | -6 | -0.0025 | 2 | 0 | -8 | -5 | -13
Cc1cc(C)nc(N(C#N)CCOc2ccccc2)n1 | -0.2 | -0.9 | -2 | -0.94 | 2 | 6 | -20 | -14 | -22[20 µM]
S=c1[nH]nc(C2CCCCC2)n1/N=C/c1ccc(Br)s1 | -0.6 | 0.5 | 0 | 1.6 | 2 | -6 | -8 | -10 | -14
COc1ccccc1C(=O)OCCN1CCOCC1 | 0.4 | 0.3 | 2 | -0.038 | -11 | 10 | -25 | -6 | -4[20 µM]
O=C(O)CN1CCCC1=Nc1ccccc1 | -0.8 | 0.6 | -5 | . | -6 | -4 | -1 | -17 | -16[20 µM]
COc1ccc(CCNC(=O)Cn2c(=O)n(-c3ccc(F)cc3)c(=O)c3sccc32)cc1OC | -0.9 | 0.1 | -16 | -2 | -6 | 13 | -17 | -21 | -18
COc1ccc(CCNC2CCN(C)CC2)cc1OC | 0.1 | 0.4 | -3 | 0.98 | 11 | -5 | -23 | -10 | -24
O=c1[nH]c(SCc2ccccc2F)nc2ccccc12 | -0.2 | 0.0 | -7 | 0.23 | -7 | -1 | -17 | -28 | -32
CC(C)NS(=O)(=O)c1ccc(OCC(=O)Nc2cccc3ccccc23)cc1 | -1.3 | 0.2 | 2 | -0.62 | -8 | 9 | -23 | 7 | -9[20 µM]
Nc1cccc(Oc2ccc([N+](=O)[O-])cc2)c1 | -1.1 | 0.3 | 2 | -0.024 | -12 | -2 | -7 | 2 | -20
CCCc1cc(=O)oc2cc(OCC(=O)Nc3cc(C)on3)ccc12 | 1.0 | 1.3 | 0 | 0.21 | -9 | 0 | -8 | -172 | -33
Oc1ccc(-c2csc(-c3c[nH]c4ccccc34)n2)c(O)c1 | 0.7 | 0.8 | 2 | 0.39 | -13 | -4 | 0 | -18 | -23
COc1ccc(NC(=O)CSc2ccc(NC(C)=O)cc2)cc1S(=O)(=O)N1CCCCC1 | 0.5 | 0.3 | 6 | -1.7 | -2 | 4 | -6 | 0 | -20
CCOC(=O)c1cc(-c2ccccc2)sc1NC(=O)CSc1nnnn1C | 0.6 | 1.2 | -6 | . | -6 | 6 | 6 | -112 | -17
O=C(c1cccc(C(=O)N2CCN(c3ccccc3F)CC2)c1)N1CCN(c2ccccc2F)CC1 | 0.0 | 0.5 | -8 | -0.83 | -4 | 35 | 2 | -11 | -9
O=C(O)c1c2c(nc3ccccc13)/C(=C/c1ccc(O)cc1)CC2 | 0.8 | 0.7 | -7 | 2.4 | -3 | 48[5 µM] | 1 | i | -18
N#CC1=C(N)Oc2n[nH]c(-c3ccccc3)c2C1c1cccc(OC(=O)N2CCOCC2)c1 (stereo not drawn) | 1.2 | 0.3 | 2 | -0.55 | -1 | 24 | -6 | -29 | -11[20 µM]

A second format for some results above:
> CC(C)NS(=O)(=O)c1ccc(OCC(=O)Nc2cccc3ccccc23)cc1
  zfTRPN1 agonist: -1.3	TRPML3 agonist: 0.2	thrombin 1536: 2	KCC2 mod: -0.62	Tb hexokinase: -8	PPC-1+TRAIL kill: 9	EBV gp42 inh: -23	Calpain2 inh: 7	Furin inh: -9[20 µM]
> Oc1ccc(-c2csc(-c3c[nH]c4ccccc34)n2)c(O)c1
  zfTRPN1 agonist: 0.7	TRPML3 agonist: 0.8	thrombin 1536: 2	KCC2 mod: 0.39	Tb hexokinase: -13	PPC-1+TRAIL kill: -4	EBV gp42 inh: 0	Calpain2 inh: -18	Furin inh: -23

(more compounds)
structure | zfTRPN1 agonist | TRPML3 agonist | thrombin 1536 | KCC2 mod | Tb hexokinase | PPC-1+TRAIL kill | EBV gp42 inh | Calpain2 inh | Furin inh
COCC(C)OC(=O)c1c(N)n(-c2ccc(OC)c(OC)c2)c2nc3ccccc3nc12 (stereo not drawn) | 0.3 | 0.5 | -9 | 1.7 | -27 | -10 | 6 | -36 | -10
CC(C)NC(=O)CN(C)S(=O)(=O)c1ccc(F)cc1 | 0.3 | 0.6 | -5 | 0.24 | 3 | 0 | -3 | 15 | -27
O=C(COc1ccc(Cl)cc1)Nc1ccccc1CO | 1.2 | 0.4 | -3 | 0.073 | -1 | 5 | 1 | 19 | -17
O=C(N/N=C/c1ccccc1[N+](=O)[O-])c1ccc(COc2ccccc2-c2ccccc2)cc1 | -0.1 | 0.8 | -14 | 0.76 | -15 | 12 | 0 | -73 | -8
Cc1cc2c(cc1C)N(C(=O)CSC1=NCCS1)C(C)(C)c1ssc(=S)c1-2 | -1.8 | -1.2 | 8 | . | -9 | -1 | 6 | -8 | -16[20 µM]
COc1ccc(-c2cc(-c3ccc(OC)cc3)[nH]n2)cc1 | 0.1 | 0.0 | -11 | -0.026 | 5 | 8 | 5 | 32 | -4
O=C(Oc1c(Br)cc(Br)c2cccnc12)N1CCCCC1 | -1.2 | 0.7 | -8 | -2.1 | -2 | . | -6 | 11 | -4
CNc1nc(Sc2cccc(C(F)(F)F)c2)cc(C(F)(F)F)n1 | 0.9 | 0.7 | -1 | 0.057 | 0 | 9 | -9 | -14 | -8
Cc1nnc(NC(=O)CSCc2ccccc2)s1 | 0.5 | -0.5 | 10 | . | -10 | 5 | -5 | -22 | -38
O=C(CCCCCN1C(=O)c2ccccc2C1=O)Oc1ccc2c3c(c(=O)oc2c1)CCC3 | -0.1 | 0.9 | 15 | 0 | -4 | 20 | -9 | -344 | -102
CCCN(Cc1cc(=O)[nH]c2ccccc12)C(=O)CC | 0.8 | 0.7 | -12 | -1.1 | -8 | 9 | 0 | 11 | -11
O=C(Nc1nc2c(Cl)ccc(Cl)c2s1)c1ccco1 | -0.2 | 0.0 | -11 | 3.3 | -11 | 21 | -10 | -32 | -8
COc1cc(NC(=S)N2CCN(C(c3ccccc3)c3ccccc3)CC2)cc(OC)c1 | -1.1 | -0.5 | 1 | -0.076 | -3 | 4 | -11 | -37 | -15[20 µM]
COc1ccc(C(=O)NNC(=O)CN2CCC(n3nnc4cc(F)ccc43)CC2)cc1 | -1.9 | 0.3 | 3 | -0.22 | 20 | 20 | -8 | 1 | 0
O=C(OCCN(C1=NS(=O)(=O)c2ccccc21)c1ccc(Cl)cc1)c1ccco1 | -0.7 | -0.5 | -1 | 0.082 | 12 | -1 | 22 | 17 | -8
Cc1cccc(-c2nc(CN3CCCC(C(=O)NC4CCCC4)C3)c(C)o2)c1 (stereo not drawn) | -0.8 | 0.4 | -3 | -0.68 | -6 | 8 | -16 | -15 | -28[20 µM]
CCCCOC(=O)CCc1c(C)[nH]c(=S)[nH]c1=O | 0.5 | 0.9 | -2 | 1.3 | -4 | 0 | 6 | 24 | -21[20 µM]
CC(=O)c1cccc(Nc2cc(C)nc3ccccc23)c1 | 1.8 | 1.0 | 2 | 0.42 | -51 | 18 | -6 | 5 | -15
FC(F)(F)c1cc(-c2ccccc2)nc(NCc2cccs2)n1 | 0.0 | -0.4 | 1 | 1 | 6 | 26 | 13 | 16 | -11
CCC1SC2=NC(C)=C(C(=O)OC)C(c3ccc(C(=O)OC)cc3)N2C1=O (stereo not drawn) | -0.5 | 0.4 | -4 | . | -22 | 16 | 3 | 17 | -5
C=CCN=c1sc(C(=O)OC)cc(=O)n1CC=C | 2.7 | -0.2 | -3 | -1 | 32 | 46 | -6 | 17 | -11
O=C(COC(=O)COc1cccc(F)c1)NCCC1=CCCCC1 | 0.3 | -0.5 | -5 | 1.2 | -1 | 10 | 8 | 3 | -24
Cc1nc(N2CCC(C)CC2)c2c(C)c(C(=O)O)sc2n1 | 0.0 | 0.4 | -3 | 0.92 | -20 | 30 | 1 | 16 | -8[20 µM]

From PubChem
